# High-throughput results from PubChem BioAssay.
# L major viab: Leishmania major promastigote growth inhibition, primary screen. Leishmania major promastigotes, resazurin fluorescence viability. inhibition, % at 10 µM. actives 9% (n = 200,000); in the data active = inhibition above about 50%;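 also: promastigotes grown with compound for 44 hours at 28 °C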
# APP transl inh: inhibitors of APP translation via 5'UTR reporter, primary screen, APP 5'UTR luciferase, SH-SY5Y cells | AID 1285, 2008 | inhibition, % at 2 µM | actives 0.82% (n = 190,000) | SH-SY5Y APP 5'UTR-luciferase reporter, luminescence;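 active = inhibition above a set limit, derived from the sample mean plus 3 SD, cut at about 45% in these data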; also: values of inactives mirror those of a sister screen read the other way
# TNAP act hiacc: TNAP activators at high phosphate acceptor level, primary screen, biochemical, luminescence, uHTS; Alkaline phosphatase, tissue-nonspecific isozyme (Homo sapiens), P05186; purified TNAP, CDP-star luminescence, 1 M DEA, 30 min; active compounds read high; 0 = EDTA background, 1 = DMSO-only activity; activation factor at 20 µM; 200,000 tested, under 10 active; AID 1136, 2008;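 active = activation factor at least 2 at 20 µM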
# Target sequence (P05186 whole entry, looked up): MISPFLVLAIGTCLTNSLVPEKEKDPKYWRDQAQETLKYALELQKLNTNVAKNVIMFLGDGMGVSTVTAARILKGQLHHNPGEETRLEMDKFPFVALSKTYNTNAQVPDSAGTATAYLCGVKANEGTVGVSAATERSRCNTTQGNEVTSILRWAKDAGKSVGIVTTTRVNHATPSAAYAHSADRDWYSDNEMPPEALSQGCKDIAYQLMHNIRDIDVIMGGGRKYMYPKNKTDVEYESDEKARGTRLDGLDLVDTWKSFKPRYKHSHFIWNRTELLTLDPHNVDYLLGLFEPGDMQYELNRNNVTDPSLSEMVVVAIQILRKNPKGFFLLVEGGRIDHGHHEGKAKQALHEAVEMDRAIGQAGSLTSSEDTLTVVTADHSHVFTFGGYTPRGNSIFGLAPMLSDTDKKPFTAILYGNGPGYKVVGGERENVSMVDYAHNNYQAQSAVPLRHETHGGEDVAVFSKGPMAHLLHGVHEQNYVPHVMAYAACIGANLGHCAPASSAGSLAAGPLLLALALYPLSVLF
#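 Assay system: human TNAP; Input: enzyme diluted 1/800 final; Reagent: CDP-star luminogenic substrate at 100 µM final; Timing: 30 min, room temperature; Signal: luminescence; Evaluation: TNAP activation factor scaled between EDTA and DMSO control wells.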
# TNAP inh hi DEA: human TNAP enzyme inhibitors, primary screen, biochemical, luminescent, high phosphate acceptor level, uHTS; purified TNAP, CDP-star luminescence, 1 M DEA; actives 0.03% (n = 200,000); inhibition, % at 20 µM;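 active = over 50% inhibition of tissue-nonspecific alkaline phosphatase at 20 µM in the single-dose screen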;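 also: plate controls were DMSO wells for no effect and EDTA-quenched wells as full inhibition for full effect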
# bIAP inhibitor: bovine intestinal alkaline phosphatase inhibitors, primary screen, selectivity assay for TNAP inhibitor project, biochemical, bovine IAP, CDP-star luminescence | purified bovine IAP, 30 min | AID 1019, 2008 | alkaline phosphatase, intestinal [Bos taurus] | inhibition, % at 20 µM | 190,000 tested, under 10 active;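 active = over 50% inhibition of intestinal alkaline phosphatase at 20 µM in the single-dose screen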
#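 Assay system – bovine IAP enzyme · Quantity – bovine IAP at 1/65,000,000 final dilution · Detection – CDP-star luminescence signal · Times – 30 min reaction at room temperature · Also added – CDP-star substrate at 30 µM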
# FLuc inhib CS: firefly luciferase enzyme inhibitors, primary screen, artefact control for luciferase-based inhibitor screens, biochemical, luminescence, ATPLite; Luciferin 4-monooxygenase (Photinus pyralis), P08659; actives 1.5% (n = 200,000); inhibition, % at 10 µM; AID 1006, 2008; 10 min;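 active = inhibition above about 50% when tested at 10 µM, limit read from the data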
# Target sequence (P08659 whole entry, looked up): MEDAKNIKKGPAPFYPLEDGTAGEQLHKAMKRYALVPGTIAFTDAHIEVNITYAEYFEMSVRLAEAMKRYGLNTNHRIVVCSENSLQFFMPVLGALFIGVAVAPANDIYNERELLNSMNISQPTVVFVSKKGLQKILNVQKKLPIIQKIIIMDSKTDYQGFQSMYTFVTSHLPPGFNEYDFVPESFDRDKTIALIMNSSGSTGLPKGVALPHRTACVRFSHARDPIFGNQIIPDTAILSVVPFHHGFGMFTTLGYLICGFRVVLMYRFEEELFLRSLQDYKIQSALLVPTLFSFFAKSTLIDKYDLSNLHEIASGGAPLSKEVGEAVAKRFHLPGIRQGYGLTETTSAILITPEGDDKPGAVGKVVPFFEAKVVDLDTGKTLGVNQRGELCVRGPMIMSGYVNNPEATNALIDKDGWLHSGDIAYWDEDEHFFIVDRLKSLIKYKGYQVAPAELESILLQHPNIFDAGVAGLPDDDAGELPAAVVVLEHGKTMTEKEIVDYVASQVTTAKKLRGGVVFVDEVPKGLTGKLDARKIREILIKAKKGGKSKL
# TNAP inh noacc: human TNAP enzyme inhibitors, primary screen, biochemical, luminescent, no phosphate acceptor, uHTS; Alkaline phosphatase, tissue-nonspecific isozyme (Homo sapiens), P05186; purified TNAP, CDP-star luminescence, 30 min; inhibition, % at 20 µM; actives 0.26% (n = 200,000); AID 1012, 2008;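 active = tissue-nonspecific alkaline phosphatase inhibition above about 50% at 20 µM in the single-dose screen, limit read from the data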;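 also: 0% = DMSO negative control and 100% = EDTA positive control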
# RAM inhibit: inhibitors of the yeast RAM network, primary screen, dse1pr::URA3 reporter, 5-FOA selection. S. cerevisiae dse1pr::URA3 reporter, 5-FOA growth OD615, 2 d; analog-sensitive cbk1-as2 kinase mutant strain. inhibition, % at 50 µM. actives 1.8% (n = 190,000);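 active = inhibition above a set limit, 3 SD over mean compound inhibition, cut at about 8.4% in these data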;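 also: 0% = DMSO-only wells with no growth and 100% = 10 µM 1-NA-PP1 full growth; inhibition rescues growth on 5-FOA so higher OD means more RAM inhibition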
# FLuc stim CS: FLuc activators, initial screening, artefact control for FLuc-dependent activation tests, biochemical, ATPlite luminescence | Luciferin 4-monooxygenase (Photinus pyralis), P08659 | ATPlite luciferase biochemical, 10 min; 0 = ATP-free wells, 1 = DMSO control | activation factor at 10 µM | 200,000 tested, under 10 active | AID 1027, 2008;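 active = luciferase activation factor, scaled between plate controls, of at least 2 with compound at 10 µM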
#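 System: cell-free luciferase reagent; medium: PBS as buffer for the ATP substrate; doses: test compounds dosed from 2 mM stocks in 100% DMSO; incubation: 10 min, room temperature; measured by: luminescence from luciferase reaction; read-out: luciferase activation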
# bIAP act: bovine intestinal alkaline phosphatase activators, primary screen, biochemical, bovine IAP, CDP-star luminescence; alkaline phosphatase, intestinal [Bos taurus]; activation factor at 20 µM; actives 0.17% (n = 200,000); purified bovine IAP, 30 min; active compounds read high; fold of DMSO-control signal, blank-subtracted;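 active = activation factor of 2 or more at 20 µM, a signal rise over negative controls twice the positive control's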
# * = called active by the depositor; . = no result given.
SMILES,L major viab,APP transl inh,TNAP act hiacc,TNAP inh hi DEA,bIAP inhibitor,FLuc inhib CS,TNAP inh noacc,RAM inhibit,FLuc stim CS,bIAP act
COc1ccc(CCn2c(O)c(C=NCCCN(C)C)c(=O)[nH]c2=O)cc1OC,-5,9,1,-1,3,-3,-8,2.1,1,1
CC(C)(C)NCC(O)c1cc(Cl)c(N)c(Cl)c1 (stereo unspecified),-5,-12,1,-5,13,-6,-12,1.0,1.1,0.9
O=c1[nH]c(=S)n(Cc2ccc(F)cc2)c(O)c1/C=N/N1CCCCCC1,-8,-3,1,0,8,-11,-68,5.4,1.1,0.9
COP(=O)(OC)C1(Nc2ccc(C)cc2)CCCCC1,-1,7,1,-3,7,-4,-16,0.3,1,0.9
c1cncc(CNC2CCCC2)c1,-3,-4,1,2,0,-3,1,-0.2,1,1
Nc1ccc(C2(c3ccc(N)cc3)CCCCC2)cc1,12,-2,1.1,-6,-17,0,-6,0.1,1,1.2
CCCC12CN3CCN(CC(C3)/C1=N\NC(=O)c1ccncc1)C2,1,7,1,-2,34,-6,6,3.2,1.1,0.7
CN1CCN(c2ccc([N+](=O)[O-])c(N/N=C3\CN4CCC3CC4)c2)CC1,92*,9,0.8,19,36,-5,16,-0.3,1.1,0.6
CCCCn1c(O)c(C(C)=Nc2ccc(OCC)cc2)c(=O)[nH]c1=O,20,4,1,1,-1,-2,1,0.6,1,1
N=C1c2ccccc2CN1NC(=O)c1ccccc1,-2,-38,1,-5,4,-4,-13,3.0,1,1
Cc1c2ccncc2c(C)c2c1[nH]c1ccccc12,100*,67*,1,-1,-5,-1,-15,-1.2,1,1
N#Cc1c(/N=C/c2c(O)n(Cc3ccco3)c(=O)[nH]c2=O)sc2c1CCCC2,-5,0,1,0,0,-1,-15,-0.5,1,1
N#CCCn1cc(C=C2C(=O)NC(=O)NC2=O)c(-c2ccccc2)n1,8,-12,1,-4,-12,-7,-7,1.1,1.1,1.1
CC(C)OC(=O)C1C(=O)NC2(C)CC1c1ccccc1O2 (stereo unspecified),-1,6,1,-4,1,0,-19,1.8,1,1
COc1ccc(CN2C(=O)NC(=O)/C(=C/c3ccc([N+](=O)[O-])o3)C2=O)cc1,11,-2,0.9,14,30,-2,10,2.6,1,0.7
O=C(c1ccccc1)c1ccc(N=Nc2c(O)[nH]c(=O)[nH]c2=O)cc1,-2,-10,0.9,11,-14,-1,-31,3.4,1,1.1
Cc1nnc2n1-c1ccc(Br)cc1C(c1ccccc1Cl)=NC2,32,-1,1.1,-6,-4,-2,-7,0.7,1,1
COc1cc(N2CCOCC2)ccc1/C=C1\C(=O)NC(=O)N(Cc2ccc3c(c2)OCO3)C1=O,-1,5,1,-4,-11,-8,2,3.9,1.1,1.1
O=C(C1CCC(=O)N1Cc1ccccc1Cl)N1CCC2(CC1)OCCO2 (stereo unspecified),-4,11,1,-2,21,-4,-18,0.8,1,0.8
O=P(O)(O)C#Cc1ccccc1,14,7,1,3,4,-4,-6,0.4,1,1
COc1cc2ccccc2cc1C(=O)Nc1ccc(Cc2ccncc2)cc1,99*,-5,1.1,-7,-12,0,-5,1.2,1,1.1
CC1(C)CN2C(c3ccc(Cl)cc3)N2C1 (stereo unspecified),-5,-4,1.1,-6,5,-6,-19,1.1,1.1,0.9
CCOC(=O)C1C2c3ccccc3O[C@@]1(C)N=C1SCC(=O)N12 (stereo partly specified),-4,0,1.1,-7,10,-6,3,0.3,1.1,0.9
CCC(=NCc1ccc2c(c1)OCO2)c1c(O)n(C2CCCCC2)c(=O)[nH]c1=O,17,-7,1,1,-3,-4,-8,3.8,1,1
O=C(Cn1ccc2ccccc2c1=O)NCC(=O)N1CCC2(CC1)OCCO2,-2,0,1,0,-2,-1,-9,-0.1,1,1

# A different layout for 4 compounds above:
# Results follow in this order: L major viab	APP transl inh	TNAP act hiacc	TNAP inh hi DEA	bIAP inhibitor	FLuc inhib CS	TNAP inh noacc	RAM inhibit	FLuc stim CS	bIAP act
> CC(C)OC(=O)C1C(=O)NC2(C)CC1c1ccccc1O2 (stereo unspecified)
    -1	6	1	-4	1	0	-19	1.8	1	1
> COc1ccc(CN2C(=O)NC(=O)/C(=C/c3ccc([N+](=O)[O-])o3)C2=O)cc1
    11	-2	0.9	14	30	-2	10	2.6	1	0.7
> O=C(c1ccccc1)c1ccc(N=Nc2c(O)[nH]c(=O)[nH]c2=O)cc1
    -2	-10	0.9	11	-14	-1	-31	3.4	1	1.1
> Cc1nnc2n1-c1ccc(Br)cc1C(c1ccccc1Cl)=NC2
    32	-1	1.1	-6	-4	-2	-7	0.7	1	1

# The list goes on:
SMILES,L major viab,APP transl inh,TNAP act hiacc,TNAP inh hi DEA,bIAP inhibitor,FLuc inhib CS,TNAP inh noacc,RAM inhibit,FLuc stim CS,bIAP act
Cc1ccc(C(=O)n2cc(CCN3CCS(=O)(=O)CC3)c3ccccc32)cc1,-4,-14,1,-4,-4,-8,-7,1.6,1.1,1
Cc1ccc(O)c(C(=O)c2cc(C(=O)NCCC(C)C)c(=O)n(CCC(C)C)c2)c1,82*,-11,1,4,7,-4,1,3.8,1,0.9
Fc1ccc(CCNCc2ccc(Br)cc2)cc1,2,-4,1.1,-7,1,-3,-11,0.4,1,1
CCOC(=O)C(O)(c1ccc(NC(=O)Oc2ccccc2)cc1)C(F)(F)F (stereo unspecified),0,0,1.1,-8,-1,-4,-12,1.0,1,1
CC(O)(CS(=O)(=O)c1ccc(F)cc1)C(=O)Nc1ccc(C#N)c(C(F)(F)F)c1 (stereo unspecified),.,.,1,-4,16,-4,-8,.,1,0.8
COC(=O)C1=CO[C@@H](C)[C@@H]2CN3CC[C@@]4(C(=O)Nc5ccccc54)[C@@H]3C[C@H]12,11,11,1,-2,-2,-3,-6,0.7,1,1
OCC12CO[C@@H]3c4ccccc4[C@H](OC1)N32 (stereo partly specified),-2,30,1,2,8,-4,-4,1.0,1,0.9
O=c1cccc2n1CC1CC2CN(Cc2cccc(Cl)c2Cl)C1 (stereo unspecified),16,-6,1.1,-6,11,-8,-3,1.4,1.1,0.9
COc1cc2occc2c2oc(=O)ccc12,-1,3,1,-4,-2,-4,-7,1.8,1,1
CC(=O)Nc1ccc(S(=O)(=O)NC(CC(=O)N2CCC3(CC2)OCCO3)C(C)C)cc1 (stereo unspecified),-6,6,1,-4,4,-5,-14,1.6,1.1,1
COc1ccc(C(=O)C2CCCN(Cc3ccon3)C2)c(OC)c1 (stereo unspecified),-2,-17,1,-2,-26,0,-6,-1.0,1,1.3
COc1cccc(-c2nc3ccc(N4CCN(C)CC4)cc3[nH]2)c1,-1,-107,1,-2,-6,96*,-15,1.0,0,1.1
COc1ccccc1OCC#CCN1CCCC(C)C1 (stereo unspecified),-3,6,1,1,-23,4,-2,2.8,1,1.2
Cc1ccccc1OCCCn1cc(C(=O)C(=O)N2CCOCC2)c2ccccc21,41,0,1.1,-6,-18,4,-9,3.0,1,1.2
CCn1c(=O)cc(OCC(=O)N2CCC3(CC2)OCCO3)c2ccccc21,5,-4,1,-5,0,-3,-8,0.3,1,1
Cc1ccc(-n2c(O)c(/C=N/NC(=O)c3ccncc3)c(=O)[nH]c2=O)cc1,-6,-14,1,-1,-4,-2,-2,0.4,1,1
CC(=O)C1C(=O)NC23CCCCC2C1c1ccccc1O3 (stereo unspecified),1,-15,1,-4,30,-3,-9,1.8,1,0.7
Cc1ccc(Sc2ccc(C=C3C(=O)N(C)C(=O)N(C)C3=O)o2)cc1,19,13,1,3,6,8,26,8.3,0.9,0.9
Cc1c(Cl)cccc1NC(=S)N1CC2CC(C1)c1cccc(=O)n1C2 (stereo unspecified),-8,-32,1,-4,-30,-3,-1,1.6,1,1.3
O=c1[nH]c(=O)n(CCc2ccccc2)c(O)c1C=NCCN1CCNCC1,1,-4,1,0,7,2,-3,0.2,1,0.9
CCOc1ccc(C2(C#N)CC[N+](C)(C)CC2)cc1,-3,2,1,-4,3,-8,-13,1.3,1.1,1
Cc1nc2ccccc2c(=O)n1-c1ccc(F)cc1,-4,7,1,-4,0,-9,-18,0.2,1.1,1
CNP1(NC)=Nc2nn(-c3ccccc3)c(N)c2C(c2ccccc2)=N1,-6,-5,1,-4,10,-4,-9,0.0,1,0.9
Cc1ccc(OP(N)(=O)Oc2ccc(C)cc2)cc1,0,-9,1,-2,6,-3,-12,-1.4,1,0.9
CN1CCc2nc3sc(C#N)c(N)c3c(-c3cccs3)c2C1,9,11,1,1,3,-6,-4,1.3,1.1,1

# Remaining list, next part
SMILES,L major viab,APP transl inh,TNAP act hiacc,TNAP inh hi DEA,bIAP inhibitor,FLuc inhib CS,TNAP inh noacc,RAM inhibit,FLuc stim CS,bIAP act
O=c1c2ccccc2nc(-c2ccco2)n1-c1nccs1,-4,-4,1,-5,7,5,-11,2.6,0.9,0.9
CCOC(=O)N1CCC(NC(=O)CCc2nc(C3=CCN(C)CC3)no2)CC1,-4,-16,1,3,-6,-5,-3,-0.9,1,1.1
O=C(CNC(=O)c1ccc(Br)cc1)Nc1ccc(Br)cc1C(=O)c1ccccc1,-4,13,1,4,1,-1,-2,5.9,1,1
Cc1ccc(S(=O)(=O)N(C)CCCC(=O)N2CCN(c3ccccn3)CC2)cc1,90*,-13,1,-2,-9,-1,6,-0.2,1,1.1
CCC(=O)OC1(c2ccccc2)C(C)CN(C)CC1C (stereo unspecified),-2,-1,1,-1,-5,-5,-3,1.2,1,1.1
COc1ccccc1OCC(=O)N1CCN(Cc2ccc3c(c2)OCO3)CC1,11,-19,1,3,-8,-2,-4,0.9,1,1.1
C=CCn1c(O)c(C(C)=NCCc2ccccc2)c(=O)[nH]c1=O,-3,17,1,0,0,-4,1,2.6,1,1
CC1CCCC(C)N1/N=C/c1c[nH]c2ccc(Br)cc12 (stereo unspecified),29,-4,1,1,-18,-5,-7,0.1,1,1.2
O=c1[nH]c2c(c(=O)n1C1CCCCC1)CCC2,-2,-9,1,3,12,-1,-7,0.5,1,0.9
CC(NCc1cccc(Cl)c1Cl)C(O)c1ccccc1 (stereo unspecified),3,-19,1,0,6,-6,-2,-0.6,1.1,0.9
CN(C)CCNC(=O)c1cccn(Cc2cc(C(F)(F)F)cc(C(F)(F)F)c2)c1=O,-1,5,1,0,3,-3,3,-0.1,1,1
COc1ccc2nc3oc(C(=O)N4CCC5(CC4)OCCO5)cc3cc2c1,-7,24,1,-4,-12,3,-17,1.0,1,1.1

# An excerpt; rates above refer to the full screens.
